TDP1 inh: qHTS Assay for Inhibitors of Tyrosyl-DNA Phosphodiesterase (TDP1); Potency, µM (highest dose often 130 µM), inactives show at the top dose activity change, negative = inhibition, hits mostly inhibitors; actives 0.28% (n = 350,000); Tyrosyl-DNA phosphodiesterase 1 (Homo sapiens), Q9NUW8; AID 485290, 2010; recombinant TDP1, AlphaScreen DNA substrate cleavage; further: nearly all actives have a fitted effect of over 40% in size
Target sequence (Q9NUW8 whole entry, looked up): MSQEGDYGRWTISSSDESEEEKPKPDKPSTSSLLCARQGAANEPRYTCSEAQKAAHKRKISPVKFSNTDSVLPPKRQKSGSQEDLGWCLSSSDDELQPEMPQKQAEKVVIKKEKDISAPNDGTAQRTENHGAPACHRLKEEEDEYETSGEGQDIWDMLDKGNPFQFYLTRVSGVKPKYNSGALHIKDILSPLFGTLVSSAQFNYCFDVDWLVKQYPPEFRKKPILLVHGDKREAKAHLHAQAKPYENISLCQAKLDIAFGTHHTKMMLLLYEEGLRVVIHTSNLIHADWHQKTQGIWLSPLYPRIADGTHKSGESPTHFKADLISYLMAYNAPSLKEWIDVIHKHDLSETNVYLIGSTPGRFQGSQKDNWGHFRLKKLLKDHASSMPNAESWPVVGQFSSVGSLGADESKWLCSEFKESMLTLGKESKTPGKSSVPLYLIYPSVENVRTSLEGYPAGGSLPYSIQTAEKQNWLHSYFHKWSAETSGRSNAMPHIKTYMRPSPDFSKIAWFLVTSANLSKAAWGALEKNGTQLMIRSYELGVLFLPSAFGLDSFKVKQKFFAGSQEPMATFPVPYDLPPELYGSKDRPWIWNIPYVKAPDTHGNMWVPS
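Tdp1 1 nM final; 15 min RT w/ cpd; substrate 15 nM, 5 min; beads 10 ug/ml, 10 min; AlphaScreen read. Neg ctrl: no enzyme.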
N370S GC: qHTS Assay for Inhibitors and Activators of N370S glucocerebrosidase as a Potential Chaperone Treatment of Gaucher Disease | N370S GC spleen homogenate, 4MU-glucoside fluorescence | actives 0.092% (n = 330,000) | Lysosomal acid glucosylceramidase (Homo sapiens), P04062 | Potency, µM (series often up to 59.4 µM), inactives show top-dose activity change, negative = inhibition, usual class: inhibitors;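 further: 0% = full enzyme activity and -100% = no enzyme basal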
TDP1 cell noCPT: qHTS for Inhibitors of human tyrosyl-DNA phosphodiesterase 1 (TDP1): qHTS in cells in absence of CPT; DT40 Tdp1-/- hTDP1 cells, no CPT, ATP luminescence, 48 h; Potency, µM (doses to about 46.2 µM), for the others: top-dose activity change, negative = growth inhibition, hits mostly inhibitors; actives 15% (n = 420,000); AID 686978, 2013; further: nearly all actives have a fitted effect of over 55% in size
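Compound effects on proliferation are scored in DT40 Tdp1-/-;hTDP1 cells in the absence of CPT. ATP levels (CellTiter-Glo luminescence) are recorded after a ≥48 hr, 37 °C incubation.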
* hit, by the source's call; ? = inconclusive; · = not tested or not shown; & = joins results of further samples; [ ] = remark or other dose. The call rests on the fitted dose curve; in most records, active means well fitted curve in the direction sought with a large enough effect; inconclusive means small, poorly fitted or top-dose-only effect, or another doubt; inactive means no such curve, though single readings can be large; an effect the other way counts as inactive or inconclusive. Unless noted, on the % scale 0 is the no-effect control and ±100 the full control effect; potency means the concentration at half of the fitted maximal effect.

SMILES | TDP1 inh | N370S GC | TDP1 cell noCPT
O=S(=O)(Nc1ccc(O)c2ccccc12)c1cccs1 | · | 1.5% | 4.61µM*
CSCC[C@H](NC(=O)[C@@H]1CCCN1C(=O)[C@H](CCCN=C(N)N)NC(=O)[C@H](CC(C)C)NC(=O)[C@@H]1CCCN1C(=O)[C@@H](NC(=O)[C@@H](N)CCC(N)=O)C(C)C)C(=O)N[C@H](C(=O)N[C@@H](Cc1ccc(O)cc1)C(=O)N[C@@H](CCCCN)C(=O)O)[C@@H](C)O | 7.5% | -16.5% | ·
COc1ccc(-n2c(=O)c3c4c(sc3n(CC(N)=O)c2=O)CCCCC4)cc1 | 2.6% | 5.9% | -7.8%
CCCNC(=O)Cn1nc(-c2ccc(F)cc2)c2cnc3ccc(F)cc3c21 | 1.9% | · | -0.3%
Cc1ccc(CNC(=O)c2cc3c(=O)n4ccccc4nc3n(CC3CCCO3)c2=N)cc1 (stereo not given) | 6.8% | 6.7% | ?
COc1ccc(Nc2ncnc3ccc(Br)cc23)cc1OC | · | 1.9% | ?
CCSc1nnc(NC(=O)C2C3CCC(C3)C2C(=O)O)s1 (stereo not given) | -10.8% | 8.3% | -1.0%
Cc1ccc(NC(=O)Nc2nnc(N3CCCCC3)s2)c(C)c1 | 11.4% | · | -17.6%
CN(Cc1c(F)cccc1Cl)C(=O)c1ccc(NC(=O)CC2SC(N3CCCCC3)=NC2=O)cc1 (stereo not given) | 0.8% | · | -8.1%
Cc1coc2cc3oc(=O)c(CCC(=O)NCC(=O)O)c(C)c3cc12 | · | 5.4% | 3.5%
CN(Cc1ccccc1)C(=O)CCS(=O)(=O)c1ccc2c(c1)oc(=O)n2C | 1.4%&2.1% | -9.9% | 14.8%&-15.3%
CC(=NC(C)C)C1=C(O)C(C)OC1=O (stereo not given) | 2.8% | 1.0% | 2.3%
COc1cc(-n2c(N)c(C(=O)NCc3ccco3)c3nc4ccccc4nc32)cc(OC)c1OC | 0.0% | 13.3% | ?
COc1ccc2[nH]c3c(c2c1)CCN1C(=O)C(CC(=O)NCCCN(C)C)C[C@H](C(=O)N2CCCCC2)[C@@]31C (stereo not given in full) | -4.9%[56.1 µM] | · | -16.6%
C[C@@H](CCCCC(=O)Nc1ccc(C(F)(F)F)cc1)NCCc1cnc[nH]1 | 8.3% | -6.7% | -29.1%
Cc1cccn2c(=O)c3cc(C(=O)NC4CCCC4)c(=N)n(CCc4ccccc4)c3nc12 | · | -10.1% | 3.66µM*
CCN(CCCNS(=O)(=O)c1ccc2c(c1)CCN2C(C)=O)c1cccc(C)c1 | -1.2% | -3.3% | ?
Cc1coc2c1c(C)cc1oc(=O)cc(C)c12 | -6.1% | · | 5.7%
Oc1ccccc1CN1CCCC(N2CCc3ccccc3C2)C1 (stereo not given) | · | -1.2% | ?
O=C(CSc1nnc(N2CCCC2)n1-c1ccccc1Cl)N1CCN(c2ccccn2)CC1 | 1.6% | · | ?
COc1cc2sc3cc(NCc4ccc(C)o4)ccc3c(=O)c2cc1OC | 5.0% | · | 14.6µM*
O=C(c1ccccc1F)N1CCC(O)(c2cccnc2)CC1 | 7.1% | 2.7% | -19.7%
CCC(=O)OCCNc1cc(Sc2nc3ccccc3s2)c2nonc2c1[N+](=O)[O-] | 9.0% | 15.1% | 2.06µM*
Cc1ccc(S(=O)(=O)N2CCN(C(=O)CCc3c[nH]c4ccccc34)CC2)c(C)c1 | 4.6% | · | ?
Cc1ccc(CN2CCN(Cc3cn[nH]c3-c3ccccc3)CC2CCO)o1 (stereo not given) | 5.1% | -0.8% | 0.6%
CC(=O)c1coc2c1cc(O)c1ccccc12 | 1.0% | 2.9% | -4.8%
CC1Nc2ccc(Cl)cc2S(=O)(=O)N1 (stereo not given) | 6.9% | -2.4% | ·
O=C(CNC(=O)c1ccc(Br)cc1)NC1CC1 | 1.3% | · | -0.7%
CCOc1ccc(CN(C(=O)c2cc(=O)c3cc(C)cc(C)c3o2)C2CCS(=O)(=O)C2)cc1 (stereo not given) | 6.3%&6.1% | -0.7% | ?
Cc1sc2ncnc(NC(C)C(=O)O)c2c1C (stereo not given) | 0.0% | 0.3% | -9.9%
C=Cc1ccc(Cn2c(C(=O)O)c(CNCCc3ccco3)c3ccc(C)cc32)cc1 | 5.6% | · | ?
COc1ccc(C(C#N)c2ccc(=O)[nH]n2)cc1 (stereo not given) | 6.0% | -8.9% | 6.6%
Cc1ccc(C(=O)Nc2ccccc2C(N)=O)o1 | -1.0% | 3.1% | 8.4%
COc1ccc(CNC(=O)C2=CC(c3ccc(C)cc3)=NS(=O)(=O)N2C)cc1 | · | 3.0% | -10.5%
FC(F)(F)c1cccc(NCc2cn3cccnc3n2)c1 | 0.0% | 0.6% | -23.1%
COc1ccc2c(c1)CC(C(=O)Nc1cc(Cl)ccc1C)CO2 (stereo not given) | 5.3% | · | ?
COC(=O)c1ccc(/C=C2\Oc3ccccc3NC2=O)cc1 | · | -6.8% | 2.8%
COc1ccc(NC(=O)CSc2nnc(-c3ccccc3)n2Cc2ccco2)cc1OC | 7.6% | 0.0% | -25.3%
CCCCn1c(N)c(N(Cc2ccccc2OC)C(=O)CC2OC(=O)c3ccccc32)c(=O)[nH]c1=O (stereo not given) | 3.4% | -9.2% | -10.6%
COc1ccc(-c2c(C)nn3c4c(cnc23)C(=O)CC(c2ccccc2)C4)cc1 (stereo not given) | 5.8% | · | 10.7%
COc1ccccc1-n1c(=O)c(C#N)c(-c2ccc([N+](=O)[O-])cc2)c2cc(C(=O)c3cc(F)ccc3O)cnc21 | 8.2% | ? | -19.5%
Cc1cc(C)cc(-n2c(SCC(=O)NCc3ccco3)nc3c([nH]c4ccccc43)c2=O)c1 | 3.3% | · | ?
CC(C)(CCC(=S)N1CCOCC1)C1CCCCC1 | · | 7.3% | ?
O=C(N/N=C/c1c[nH]c2ccccc12)c1cccc(Cl)c1 | · | 12.3% | -12.9%
CCOC(=O)CSCC(=O)Nc1cc(C)ccc1C | 4.3% | -11.2% | -6.7%
O=S(=O)(c1ccc(F)c(F)c1F)N1CCN(C(=S)NCc2ccccc2)CC1 | 5.1% | 3.9% | -9.9%
Cc1c(-c2ccc(Br)cc2)c(=O)oc2ccc(OC(=O)N3CCOCC3)cc12 | 2.6% | · | ?
Cc1nc2cnc(N3CCNCC3)nc2n(C2CC2)c1=O | · | 0.1% | -16.3%
Cc1cc(Nc2ccc(N3CCOCC3)cc2)c2cccc(C)c2n1 | 1.9% | -5.8% | ?
Cc1c(C(=O)N(C)C2CCCCC2)sc2ncnc(N3CCN(c4ccccc4F)CC3)c12 | 5.4% | 1.0% | 18.4µM*
CC(C)(C)OC(=O)NCCc1nnc(SCc2c(Cl)cccc2Cl)o1 | 1.1% | 7.5% | 9.1%
Cc1ccc(NC(=O)N2CCC(NC(=O)c3cccc(F)c3)CC2)cc1 | 12.4% | -2.9% | -13.2%
CCCc1nnc(NC(=O)CSc2nnc3c4ccccc4n(CC)c3n2)s1 | 2.1% | · | ?
CCc1nnc(NC(=O)CSc2nnc(CCc3nc4ccccc4[nH]3)n2C)s1 | 1.0% | -7.1% | -26.4%
CCOC(=O)C1CCN(C(=O)COC(=O)C2CCN(S(=O)(=O)c3ccc4c(c3)OCCO4)CC2)CC1 | 1.3% | 0.9% | -2.4%
C[C@@H]1C(c2ccccc2)=NN(c2ccc(Br)cc2)[C@H]1C(=O)N1CCOC1=O | -8.3%[56.1 µM] | ? | ?
Cc1cc(NC(=O)CCCn2nc([N+](=O)[O-])cc2C)no1 | 2.5% | -7.9% | -2.3%
COc1cc2c(cc1OC)C(NC(=O)C(F)(F)F)CNC2=O (stereo not given) | 4.6% | 4.0% | ?
Cc1ccc(C)c(N2CCN(C(=O)Cn3cnc4sc(C)c(S(=O)(=O)N5CCN(c6ncccn6)CC5)c4c3=O)CC2)c1 | 11.8% | · | 9.2µM*
COc1ccc(C)cc1NC(=O)CCC(=O)Nc1ccc2nc(N3CCN(C)CC3)cc(C)c2c1 | 9.1% | -1.2% | ?

Record cards, from the list above. Order of screens: TDP1 inh, N370S GC, TDP1 cell noCPT
`COc1cc2sc3cc(NCc4ccc(C)o4)ccc3c(=O)c2cc1OC` is listed with 5.0%, ·, 14.6µM*
`CCC(=O)OCCNc1cc(Sc2nc3ccccc3s2)c2nonc2c1[N+](=O)[O-]` is listed with 9.0%, 15.1%, 2.06µM*
`FC(F)(F)c1cccc(NCc2cn3cccnc3n2)c1` is listed with 0.0%, 0.6%, -23.1%
`CSCC[C@H](NC(=O)[C@@H]1CCCN1C(=O)[C@H](CCCN=C(N)N)NC(=O)[C@H](CC(C)C)NC(=O)[C@@H]1CCCN1C(=O)[C@@H](NC(=O)[C@@H](N)CCC(N)=O)C(C)C)C(=O)N[C@H](C(=O)N[C@@H](Cc1ccc(O)cc1)C(=O)N[C@@H](CCCCN)C(=O)O)[C@@H](C)O` is listed with 7.5%, -16.5%, ·
`Cc1sc2ncnc(NC(C)C(=O)O)c2c1C` (stereo not given) is listed with 0.0%, 0.3%, -9.9%

Next section:
SMILES | TDP1 inh | N370S GC | TDP1 cell noCPT
COc1cccc(N2C(=O)C(CC(=O)Nc3cccc(F)c3)N(C(C)C)C2=O)c1 (stereo not given) | 2.8% | · | -8.9%
O=S(=O)(Nc1ccc(Cl)cc1)c1cccc2cccnc12 | · | 0.6% | ?
O=C(Nc1cccc(F)c1)Nc1ccc(Cl)cn1 | · | -0.5% | 11.9%
COC(=O)c1cc(NC(=O)c2cc3c(-c4ccccc4F)nn(C)c3s2)cc(C(=O)OC)c1 | 1.3% | · | ?
CCC(C)N1C(=O)c2ccccc2C1C(=O)NC1CCCCCC1 (stereo not given) | 3.9% | 3.9% | ?
C=CCOc1ccc(C(=O)Nc2ccc3c(c2)n(C)c(=O)n3C)cc1 | · | -1.0% | ?
Cc1cnc(C(=O)Nc2ccccc2-c2nnn(CC(=O)NC3CCCC3)n2)cn1 | 2.1% | 0.5% | -4.7%
O=C(CSc1nn(-c2ccc(F)cc2)c(=S)s1)NCC1CCCO1 (stereo not given) | 0.0% | 0.7% | -19.1%
COc1c(Br)cc2c(C)c(C(=O)N3CCOCC3)oc2c1Br | 7.0% | 4.8% | ?
Cc1ccc2[nH]c3c(=O)n(Cc4ccco4)cnc3c2c1 | · | -8.4% | -8.6%
CN(C)S(=O)(=O)c1ccc2oc(SCC(N)=O)nc2c1 | 0.0% | 0.2% | 0.2%
O=C(NCCc1cscn1)C1CCC(=O)N(Cc2ccc(Cl)cc2)C1 (stereo not given) | 5.0% | -15.1% | -5.0%
CC(NC(=O)CN1CCc2ccccc21)c1ccccc1 (stereo not given) | 8.2% | -0.2% | -16.3%
Nc1cc([N+](=O)[O-])ccc1O | 5.4%&4.2% | 11.2%&-17.8% | ?
COCCNC(=S)Nc1ccc2nsnc2c1 | 1.1% | -3.4% | -18.1%
COc1ccc(NC(=O)c2cncc(Br)c2)cc1S(=O)(=O)N1CCCCC1 | 1.2% | -1.9% | 20.6µM*
Cc1cc(C)cc(-n2ncc3c2CCCC3NC(=O)c2cc(C)n(C)n2)c1 (stereo not given) | 6.9% | 11.8% | ?
CCN(CC)c1ccc(N=CN2CCOCC2)cc1 | · | -6.2% | -5.0%
CCC(=O)Nc1ccc2c(c1)ncn2CCc1ccccc1 | · | -2.9% | 9.1%
O=C(NC1CCCC1)c1cnn(-c2ccc(F)cc2F)c1C1CCNCC1 | -5.3% | · | ?
CN(C)c1ccc(CNCCC(Cc2ccccc2)c2ccco2)cc1 (stereo not given) | 7.2% | ? | 10.3µM*
CCCOc1cccc(C2/C(=C(/O)c3ccccc3)C(=O)C(=O)N2CCN(C)C)c1 (stereo not given) | -1.0% | ? | -0.4%
Cc1ccc(S(=O)(=O)c2nnn3c2nc(NC(C)c2ccccc2)c2sccc23)cc1 (stereo not given) | 5.1% | · | ?
O=C(Nc1ccc(Cl)cc1)[C@@H]1[C@@H]2C(=O)N(c3ccc4ccccc4c3)C(=O)[C@@H]2[C@H]2C=CC=NN21 | 3.0% | 1.4% | -17.6%
c1ccc(CNc2cncnc2)cc1 | · | 2.3% | -3.9%
CCN(CC)C(=O)c1[nH]cnc1C(=O)Nc1ccc(C)cc1 | -0.1% | · | -14.0%
C=CCSc1nnc(-c2c[nH]c3ccccc23)n1CCOC | -3.1% | -17.7% | -2.6%
CC1CC(=O)Nc2ccccc2N1S(=O)(=O)c1cccc(Cl)c1 (stereo not given) | 5.7% | 5.9% | ?
CC1C(c2ccccc2)N(C)C(c2ccccc2)C(C)C1(O)C#Cc1ccccc1 (stereo not given) | 0.0% | -3.3% | 10.3µM*
COc1cc2c(cc1OC)CN(CC(=O)Nc1ccc(S(=O)(=O)N3CCCC3)cc1)CC2 | 3.3% | 1.1% | ?
COc1cccc2cc(C(=O)Nc3ccc(S(=O)(=O)NCC4CCCO4)cc3)c(=O)oc12 (stereo not given) | -1.9% | -18.1% | ?

Screening results: PubChem BioAssay, National Center for Advancing Translational Sciences (NCATS)

These rows are one share of the data; the hit share may differ from the screen's.
